Source: PubChem BioAssay
Runt-CBFb FRET = blocks binding of human RUNX1 Runt domain to CBFb; 0.46% of 220,000 active; Q01196+Q13951; AID 1496; inhibition, % at 20 µM; Cerulean-Runt/Venus-CBFb FRET ratio 530/480, 1 h;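 active means inhibition over about 50% at 20 µM in the single-dose screen, limit read from the data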;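 further: 0% = DMSO wells and 100% = excess unlabeled CBFb competitor control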
Target sequence (Q01196 whole entry, looked up, the tested form may be a part): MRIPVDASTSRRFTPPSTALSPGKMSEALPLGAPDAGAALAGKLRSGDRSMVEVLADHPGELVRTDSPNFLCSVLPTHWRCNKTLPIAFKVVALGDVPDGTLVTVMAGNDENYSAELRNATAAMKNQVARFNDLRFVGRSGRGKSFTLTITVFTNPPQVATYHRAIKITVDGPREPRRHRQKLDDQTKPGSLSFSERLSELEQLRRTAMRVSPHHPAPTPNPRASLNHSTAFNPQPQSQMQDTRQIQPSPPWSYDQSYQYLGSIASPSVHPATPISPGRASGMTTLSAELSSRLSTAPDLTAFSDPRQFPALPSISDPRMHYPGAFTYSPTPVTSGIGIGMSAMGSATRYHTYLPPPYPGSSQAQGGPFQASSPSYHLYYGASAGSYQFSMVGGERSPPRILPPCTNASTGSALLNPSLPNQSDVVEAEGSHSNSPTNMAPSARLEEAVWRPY
Target sequence (Q13951 whole entry, looked up, the tested form may be a part): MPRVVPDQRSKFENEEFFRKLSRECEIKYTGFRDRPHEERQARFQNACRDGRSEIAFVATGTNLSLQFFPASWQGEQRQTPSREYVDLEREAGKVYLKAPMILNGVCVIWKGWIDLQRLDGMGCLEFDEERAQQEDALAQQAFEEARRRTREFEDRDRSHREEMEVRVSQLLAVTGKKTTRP
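Schedule: protein complex preformed 1 h, compound exposure 1 h, room temperature, dark; test system: Cerulean-labeled Runt domain protein; amount: 100 nM per protein; buffer or medium: Tris 50 mM pH 7.5, KCl, K2SO4, 0.01% BSA; read-out: loss of energy transfer signal; detection: FRET fluorescence; controls: 5 µM unlabeled CBFb as full-inhibition high control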
RBBP9 inhibitor = human RBBP9 hydrolase inhibition; O75884; recombinant RBBP9, FP-Rh probe fluorescence polarization; inhibition, % at 7.94 µM; 0.2% of 220,000 active;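 active means inhibition above the campaign mean of all tested compounds plus 3 SD, cut at about 14% in these data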;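 further: plate controls were DMSO wells with RBBP9 for no effect and wells lacking RBBP9 protein for full effect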
Target sequence (O75884 whole entry, looked up): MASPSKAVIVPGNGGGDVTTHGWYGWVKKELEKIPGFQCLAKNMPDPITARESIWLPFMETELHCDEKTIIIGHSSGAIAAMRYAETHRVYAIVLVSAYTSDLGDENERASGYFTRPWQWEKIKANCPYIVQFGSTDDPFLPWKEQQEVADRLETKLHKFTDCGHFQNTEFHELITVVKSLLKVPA
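Assay system: recombinant human RBBP9; Reagent: Serine-hydrolase probe FP-Rh, 375 nM pre-mixing; Doses: 7.94 µM single dose, 0.794% DMSO; Incubation: 30 min then 45 min, 25 °C; Detection: fluorescence polarization (mP), excitation 525 nm, emission 598 nm; Evaluation: percent inhibition from mP, scaled between DMSO and no-protein wells.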
p97 ATPase inh = blocks human p97 ATPase activity; P55072; recombinant p97 ATPase, Kinase-Glo ATP luminescence, 3 h; inhibition, % at 8 µM; 0.42% of 220,000 active; AID 1481; in the data active means inhibition above about 15%;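 further: 0% = DMSO vehicle and 100% = wells lacking enzyme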
MDM2 E3 inh = blocks human Mdm2 ubiquitin ligase activity. 0.11% of 210,000 active. cell-based MDM2 ubiquitination luciferase reporter, 2 h; 0 = plate control, 100 = twice control, blank-subtracted. signal enhancement, % at 5 µM;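 active means signal enhancement of 30% or more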;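 further: luminescence tracks abundance of the self-degrading MDM2-luciferase fusion protein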
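Test system: mammalian cells stably expressing self-ubiquitinating, self-degrading MDM2 E3–luciferase fusion; Amount: 2000 cells in each well; Medium: DMEM; Schedule: 4 h settle plus 2 h compound, 37 °C; Technique: SteadyLite luciferase luminescence after 15 min room-temperature reagent incubation; Benchmarks: plate control and blank wells.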
NPY-Y1 PAM-ag = human NPY-Y1 potentiation or agonism, primary screen. P25929. NPY-Y1 expressing cells, potentiator/agonist activation. 0.37% of 220,000 active. activation, % at 3.6 µM; in the data active means activation above about 33%, passing the limit was not always enough;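 further: cells stimulated with NPY at EC10 then isoproterenol at EC100; 0% = low agonist plus stimulus and 100% = saturating agonist plus stimulus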
Runt-SMMHC FRET = Runt domain-CBFb-SMMHC interaction inhibition; 0.74% of 220,000 active; inhibition, % at 20 µM; Cerulean-Runt/Venus-CBFb-SMMHC FRET ratio 530/480, 1 h; Q01196+Q13951; AID 1434;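 active means mean inhibition across duplicate retests at 20 µM reaching about 50%, limit read from the data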;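 further: 0% = DMSO wells and 100% = wells with excess untagged CBFb-SMMHC; inhibitors lower the FRET ratio by blocking Runt binding to CBFb-SMMHC; some results filed as inactive read as strong as hits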
Hck Nef HTS = inhibitors of human Hck kinase activated by Nef. P08631. Recombinant Hck-YEEI plus Nef, Z-Lyte FRET kinase assay. inhibition, % at 20 µM. 0.68% of 220,000 active. AID 463187;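 active means Hck-Nef kinase inhibition above about 50%, limit read from the data; inactive means inhibition below that limit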;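 further: 0% = DMSO with Hck plus Nef and 100% = Hck alone without Nef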
NPY-Y2 PAM-ag = potentiators or agonists of human neuropeptide Y receptor Y2. P49146. cells expressing NPY-Y2, potentiator/agonist read-out. activation, % at 3.6 µM. 0.45% of 220,000 active. AID 1359; in the data active means activation above about 27%;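 further: cells stimulated with NPY near EC25 plus isoproterenol at EC100; 0% = vehicle plus submaximal agonist and 100% = vehicle plus saturating agonist; some results beyond the cut were filed as inactive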
NPY-Y1 antag = antagonists of human neuropeptide Y receptor Y1 | P25929 | HEK293-CNG Y1 cells, membrane potential fluorescence; NPY at EC95, then isoproterenol | inhibition, % at 3.6 µM | 1% of 200,000 active | AID 1040;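 active means inhibition above the campaign mean inhibition of all tested compounds plus 3 SD, cut at about 20% in these data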;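 further: 0% = DMSO wells given NPY plus isoproterenol and 100% = isoproterenol alone without NPY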
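Test system: HEK293 cells co-expressing NPY Y1 receptor and cyclic-nucleotide gated channel; Also added: NPY (25 nM), isoproterenol (1 µM), Ro 20-1724 (25 µM); Compound dosing: one concentration, 3.6 µM, in 0.4% DMSO; Timing: dye 3 h, compound 60 min room temperature, stimulation 45 min; Technique: Membrane-potential fluorescent dye readout.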
* = called active by the depositor; . = no result given. An unsorted share of the library, and some 3.5% of all compounds hit somewhere here.

SMILES	Runt-CBFb FRET	RBBP9 inhibitor	p97 ATPase inh	MDM2 E3 inh	NPY-Y1 PAM-ag	Runt-SMMHC FRET	Hck Nef HTS	NPY-Y2 PAM-ag	NPY-Y1 antag
COc1cc(CNc2cccc(F)c2)cc(Br)c1O	3	-4	5	-20	9	-8	1	8	8
O=C(CSc1ncnc2ccccc12)NCCCO	0	-4	6	-12	2	-5	0	3	0
CCc1cc(=O)oc2cc(C)cc(OCc3nn[nH]n3)c12	-1	-3	11	1	8	1	1	7	-1
COc1cc(OC)cc(C(=O)N[C@H](C(=O)Nc2nc(-c3ccc(OC)c(OC)c3)cs2)C(C)C)c1	1	-1	0	.	-2	-2	16	-27	.
Cc1cccc2c(SCC(=O)NCC3CCCO3)nc(-c3ccc(F)cc3)nc12 (configuration not stated)	1	1	4	6	-11	0	88*	-9	-5
COc1ccccc1/C=C/C(=O)Nc1nc(N)n(-c2ccccc2)n1	1	-13	9	-7	14	2	31	3	.
COc1ccc(/C=N/NC(=O)C(=O)/C=C2\NC3(CCCC3)Cc3ccccc32)cc1	-1	-8	12	-3	-27	-4	3	-2	7
Cc1cc(N/C=C\c2nnnn2-c2ccccc2)no1	-2	-5	2	1	-9	1	5	-5	-2
CC(C(=O)NCCN1C(=O)S/C(=C\c2cccs2)C1=O)N1C(=O)c2ccccc2C1=O (configuration not stated)	0	6	2	-14	-2	2	1	12	-5
CC(C)C(OC(=O)c1cccs1)C(=O)NCc1ccc2c(c1)OCO2 (configuration not stated)	-2	-6	-6	-88	-2	0	11	-21	6
O=C(CSc1nnc2scc(-c3ccccc3)n12)NCc1ccc2c(c1)OCO2	-1	-6	-1	3	-18	-3	0	-3	1
Cc1ccc(-c2cc(=O)c3cc(Cl)ccc3[nH]2)cc1	-1	-6	3	.	10	-1	8	-3	-4
Fc1cccc(Cl)c1Cn1nnc(-c2ccc3c(c2)OCO3)n1	1	-8	-4	-2	-17	-4	2	-9	9
Cc1ccc(-n2c(-c3ccc(Cl)cc3)c[n+]3c2CCC3)cc1	-1	-6	6	-21	18	1	4	9	.
Cc1c(C=O)c2ccccc2n1CC(=O)O	-2	-5	-3	-5	11	0	25	3	1
CCOC(=O)CSc1nc(C)cc2c1C(=O)OC2	0	-9	1	-7	0	-6	25	0	-6
S=c1[nH]nc(-c2ccccn2)n1/N=C/c1ccc(Br)s1	13	-7	-3	-2	2	13	1	-8	-3
COc1ccc(C2C(C(=O)c3sc(C)nc3C)=C(O)C(=O)N2CCN(C)C)cc1OC (configuration not stated)	1	-5	4	0	15	-1	1	-4	3
CN(c1cccc(NC(=O)c2ccccc2N(C)S(=O)(=O)c2ccccc2)c1)S(C)(=O)=O	-2	-3	-3	-15	9	3	1	8	-3
C=CC#CC[N+]1(CC#Cc2ccccc2)CCOCC1	1	-2	2	-2	25	-8	-6	1	4
Cc1onc(-c2ccccc2)c1NC(=O)N(CCC#N)Cc1ccccc1	0	5	4	-20	-5	-4	10	-14	.
CCCCC1=CC2=CC(=O)C(C)(OC(=O)CC)C(=O)C2=CN1c1ccc(OC)cc1 (configuration not stated)	4	.	.	-14	.	4	21	.	.
COC(=O)c1cc(OC)c(OC)cc1NC(=O)c1cccc(C)c1	0	-3	3	-8	13	-1	12	3	-1
C=CCn1cc(C(=O)N2CCN(C)CC2)c(=O)c2cc(S(=O)(=O)N3CCCC3)ccc21	2	-5	-1	-13	2	-4	2	14	-3
CN1C(=O)C(CC(=O)O)S/C1=N\N=C\c1ccc(O)cc1O (configuration not stated)	18	3	2	1	8	4	4	-5	.

Results in NPY-Y2 PAM-ag and Runt-SMMHC FRET, for some of the entries so far:
canonical_smiles,NPY-Y2 PAM-ag,Runt-SMMHC FRET
Cc1ccc(-n2c(-c3ccc(Cl)cc3)c[n+]3c2CCC3)cc1,9,1
O=C(CSc1ncnc2ccccc12)NCCCO,3,-5
CCCCC1=CC2=CC(=O)C(C)(OC(=O)CC)C(=O)C2=CN1c1ccc(OC)cc1 (configuration not stated),.,4

Going on with the list:
SMILES	Runt-CBFb FRET	RBBP9 inhibitor	p97 ATPase inh	MDM2 E3 inh	NPY-Y1 PAM-ag	Runt-SMMHC FRET	Hck Nef HTS	NPY-Y2 PAM-ag	NPY-Y1 antag
COc1ccc2nc(NC(=O)c3ccc(Br)s3)sc2c1	-3	-8	-5	-6	-1	-1	0	12	-1
Cc1ccccc1NC(=S)Nc1ccc(Br)cc1	3	-6	3	-3	12	-4	0	-4	3
CCCCN1C(=O)C2Cc3c([nH]c4ccccc34)CN2C1=S (configuration not stated)	3	-3	-2	-2	-7	-12	26	15	0
Cc1nnc(SCC(=O)N2CC(=O)Nc3ccccc32)n1C	0	-7	5	-8	-2	1	0	7	5
CCn1c(SCC(=O)N2CCCc3ccccc32)nnc1-c1cccs1	-1	-7	4	-14	-14	1	6	0	-1
CCOCCCNCc1ccc(OCCC(C)C)c(OC)c1	-4	3	3	.	-9	0	6	-3	0
CN1/C(=C\C(=O)c2cccc(S(=O)(=O)N3CCCCC3)c2)C(C)(C)c2ccccc21	-8	3	3	18	9	62	6	13	-1
COc1ccc(CN(C(C)=O)c2cccc(C)c2C)cc1	0	0	-1	6	-28	-2	-6	-7	7
COC(=O)c1cc(OC)c(OC)cc1NC(=O)c1ccc(OC)cc1	2	-11	1	-2	6	-1	0	2	-2
CC(C)CCN1CC(C(=O)N2CCN(c3ccc(F)cc3)CC2)CC1=O (configuration not stated)	-3	-8	-2	9	-13	4	2	8	3
CCOC(=O)c1cc2sccc2n1CC(=O)OC	-1	-4	-3	-7	-5	-5	1	0	8
CCSC1=NSC2=NC(=O)/C(=C\c3coc4ccccc4c3=O)C(=N)N12	-31	-6	4	8	-1	-89	16	9	1
COc1ccc(Cn2c(=O)[nH]c3cc(C(=O)N4CCN(c5ccccn5)CC4)ccc3c2=O)cc1	2	5	-7	-6	-9	0	16	-14	7
CN(c1ccccc1C(=O)N1CCN(c2ccccc2)CC1)S(C)(=O)=O	-4	2	4	4	1	-4	12	7	-3
CC(C)CC(c1nnnn1CC1CCCO1)N1CCN(c2nc3ccccc3s2)CC1 (configuration not stated)	-3	-4	2	3	-7	-2	-4	21	4
Cc1ccc(NC(=S)NNc2ncc(C(F)(F)F)cc2Cl)cc1	3	7	-5	-19	11	2	-1	8	-3
CCOc1ccc(C(CC(=O)O)NC(=O)C23CC4CC(CC(C4)C2)C3)cc1OC (configuration not stated)	0	6	2	-10	-7	0	-21	-8	2
COc1ccc(CCN(C)CCC(=O)Nc2ccc(C)cc2)cc1OC	-1	-6	-3	-21	-5	6	3	5	7
CCC(=O)Nc1nc(C)c(-c2csc(Nc3ccc(S(=O)(=O)Nc4cc(C)on4)cc3)n2)s1	-1	-4	4	-1	11	-8	2	2	2
O=C(NC1CCCc2ccccc21)C1CCN(S(=O)(=O)c2cccc3nsnc23)CC1 (configuration not stated)	-1	-4	4	-55	1	-12	2	-14	3
O/N=C(\c1ccc(Cl)cc1Cl)c1ncc(C(F)(F)F)cc1Cl	5	-5	2	-17	11	3	1	7	4
CC1(C)C2CCC1(CS(=O)(=O)Nc1ccc(S(=O)(=O)N3CCCCC3)cc1)C(=O)C2 (configuration not stated)	-2	-7	2	-26	-17	4	1	-5	-3
CCCCCC(=O)Oc1cccc(N2C(=O)C3CCCCC3C2=O)c1 (configuration not stated)	-6	-6	-5	-3	-3	-2	12	-6	4
COc1cc(C)nc(NC(=O)COc2ccc(Cl)cc2C)n1	21	0	0	-23	-8	-6	-1	1	0
Cc1cnc(C)c(N2CCN(Cc3nc(-c4ccccc4)no3)CC2)n1	-4	4	5	-1	0	-1	15	-23	9

Hck Nef HTS: hit marks shown above.
SMILES	Runt-CBFb FRET	RBBP9 inhibitor	p97 ATPase inh	MDM2 E3 inh	NPY-Y1 PAM-ag	Runt-SMMHC FRET	Hck Nef HTS	NPY-Y2 PAM-ag	NPY-Y1 antag
Cc1cccc2c(SCC(=O)NCC3CCCO3)nc(-c3ccc(F)cc3)nc12 (configuration not stated)	1	1	4	6	-11	0	88*	-9	-5

(listing goes on)
SMILES	Runt-CBFb FRET	RBBP9 inhibitor	p97 ATPase inh	MDM2 E3 inh	NPY-Y1 PAM-ag	Runt-SMMHC FRET	Hck Nef HTS	NPY-Y2 PAM-ag	NPY-Y1 antag
CC1CCN(CCCCOc2ccc(C(=O)c3ccccc3)cc2)CC1	4	-5	-3	-5	-30	-3	-2	-21	11
CN1CCC(OC(=O)c2ccco2)CC1	1	-2	-3	-10	7	2	30	-8	0
COc1ccc(NC(=O)OC(CN2CCCCC2)C(F)(F)F)cc1 (configuration not stated)	-1	-4	0	-16	7	-4	-2	-3	2
COCc1c(Br)c(C)nc(OCC(=O)N/N=C/c2cc(C)n(-c3ccc([N+](=O)[O-])cc3)c2C)c1C#N	-2	-6	10	-13	1	-1	2	-2	-2
Nc1nc(NCc2ccco2)nn1-c1ccccc1	1	0	5	1	-16	6	-6	16	-5
CS(=O)(=O)Nc1ccc(C(=O)Nc2ccccc2Sc2ccccc2)cc1	-1	-9	0	-6	-19	2	1	-10	-1

Ordered by SMILES length (low to high): part of the list above.
SMILES	Runt-CBFb FRET	RBBP9 inhibitor	p97 ATPase inh	MDM2 E3 inh	NPY-Y1 PAM-ag	Runt-SMMHC FRET	Hck Nef HTS	NPY-Y2 PAM-ag	NPY-Y1 antag
CCOC(=O)c1cc2sccc2n1CC(=O)OC	-1	-4	-3	-7	-5	-5	1	0	8
Cc1nnc(SCC(=O)N2CC(=O)Nc3ccccc32)n1C	0	-7	5	-8	-2	1	0	7	5
COc1ccc(CCN(C)CCC(=O)Nc2ccc(C)cc2)cc1OC	-1	-6	-3	-21	-5	6	3	5	7
CC1(C)C2CCC1(CS(=O)(=O)Nc1ccc(S(=O)(=O)N3CCCCC3)cc1)C(=O)C2 (configuration not stated)	-2	-7	2	-26	-17	4	1	-5	-3
